# High-throughput results: PubChem, several laboratories
# Insulin prom inh: inhibitors of insulin promoter-driven GFP, primary screen, imaging, TRM-6 cells (human fetal islet line), eGFP reporter, cell count | reporter expression induced with tamoxifen | actives 0.9% (n = 130,000) | inhibition, % at 2 µM;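 active means inhibition above the mean plus 3 SD, with well images judged a real hit on visual review, cut at about 60% in these data, passing the limit was not always enough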
# SDO1 yeast rescue: growth rescue of sdo1-depleted yeast, primary screen, S. cerevisiae, bone marrow failure model; S. cerevisiae sdo1-depleted JHY4D growth rescue, OD600 30 h; hits give high values; pdr5 snq2 efflux-pump mutant strain; z-score at 10 µM; actives 0.21% (n = 140,000); AID 817, 2007;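 active means z-score above 3 at both the 24 hr and the 30 hr optical density reads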;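 further: z-score against mean and SD of all compound wells on the same plate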
# SDO1 yeast rescue Rescue 24 h: further read-out of SDO1 yeast rescue, marked with its call; z-score; S. cerevisiae sdo1-depleted JHY4D growth rescue, OD600; measured here: growth rescue at 24 h;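 0 is the plate mean of compound wells and units are plate SD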
# An asterisk follows results filed as active; i = inactive; x = not tested or not shown; & = joins results of further samples. Not all compounds are listed; count on the stated rates, not on these rows.
SMILES,Insulin prom inh,SDO1 yeast rescue,SDO1 yeast rescue Rescue 24 h
COc1ccc(-n2c(SC)nc3ccccc3c2=O)cc1,-63.6,-0.86,-0.48
O=c1[nH]c(O)c(C=NC2CCN(Cc3ccccc3)CC2)c(=O)[nH]1,-122.2,x,x
CCn1ncc(/C=C2/CC3C4CC=C5CC(O)CCC5(C)C4CCC3(C)C2=O)c1C (stereo unspecified),38.9,x,x
CC12CCC3C(CC=C4CC(O)CCC43C)C1C/C(=C\c1cccc(F)c1)C2=O (stereo unspecified),x,-0.91,-0.63
Cc1cccc2c(CCN)c[nH]c12,25.0,x,x
CC1CC(C)CN(CC(=O)c2ccc(OC(F)F)cc2)C1 (stereo unspecified),x,0.83,0.48
CC1=NN(c2ccccc2)C(=O)C1/C=C1\C(=O)NC(=O)N(c2ccc(C)c(C)c2)C1=O (stereo unspecified),33.3,0.4,0.43
Cc1ccc(C(=O)C2CN3CCC2CC3)cc1 (stereo unspecified),2.7,0.01,-0.05
N/C(=N\N=C/c1ccc(-c2ccc(O)c(C(=O)O)c2)o1)N[N+](=O)[O-],x,0.98,0.62
Cc1ccc2c(c1)CNc1ccccc1O2,0.0,-0.04,0.36
CCOC(=O)c1c(-n2c(C)cc(/C=C3\C(=O)NC(=O)N(C)C3=O)c2C)sc2c1CCCC2,x,-1.35,-0.6
CN1c2ccccc2Oc2ccccc21,-3.5,-0.19,-0.46
COc1cccc(-n2c(O)c(C=NCc3ccc4c(c3)OCO4)c(=O)[nH]c2=O)c1,-2.9,0.37,-0.19
Cc1ccc(C(=O)Nc2ccc(-n3ccnc3P(=O)(O)c3ccccc3)cc2)cc1,0.0,1.7,0.69
COC(=O)c1ccc(C(C(=O)NC2CCCCC2)N(CCN2CCOCC2)C(=O)Cc2cccs2)cc1 (stereo unspecified),-41.7,x,x
CCOc1ccccc1-n1c(O)c(C=Nc2ccc(N(CC)CC)cc2)c(=O)[nH]c1=O,x,-0.79,-1.03
CSC1=NP(=S)(SC)N(C)c2nc3n(c21)CCC3 (stereo unspecified),57.1,-0.65,-0.91
COc1cccc(Oc2c(C)oc3cc(OC(=O)N(C)C)ccc3c2=O)c1,44.0,-0.5,-0.69
CN(C)c1ccc(N=Cc2c(O)n(CCC3=CCCCC3)c(=O)[nH]c2=O)cc1,21.4,-0.49,-0.19
CN(C)P(=O)(NC(=O)c1cccn1C)N(C)C,21.4,x,x
NC(N)=N/N=C/c1cn(-c2ccccc2)nc1-c1cccs1,-47.1,x,x
Fc1cccc(CCNCc2ccccn2)c1,x,1.86,1.24
CCC(COC(=O)NC)NC(=O)Oc1cccc(C)c1 (stereo unspecified),0.0,0.55,0.05
CCCCCCOc1ccc(CN2CCN(CC)CC2)cc1,-6.5,-0.31,-0.84
Cc1cccc(N2C(=O)/C(=C/c3ccc(CN(CCC#N)S(C)(=O)=O)o3)C(=O)NC2=S)c1,6.7,0.22,-0.41
# (further entries)
SMILES,Insulin prom inh,SDO1 yeast rescue,SDO1 yeast rescue Rescue 24 h
CCCN1C2CCCC1CC(NC(C)=O)C2 (stereo unspecified),-50.0,0.86,0.16
O=C(Cc1ccccc1)OCCNC(=O)c1cccnc1,-85.7,0.71,0.55
CC1CN=C(Nc2ccccc2)S1 (stereo unspecified),x,1.22,1.14
CCn1c(O)c(/C(C)=N/N2CCCCC2c2cccnc2)c(=O)[nH]c1=S (stereo unspecified),-40.0,0.23,0.86
CCCC1=C(C(=O)OCC)C2(C(=O)Nc3ccc(C)cc32)C(C#N)=C(N)O1 (stereo unspecified),9.1,0.05,-1.1
O=C(CSc1ccccc1)N1CCC2(CC1)OCCO2,-19.4,0.27,0.06
Cc1ccc2c(c1)[C@@H]1CN(C)CC[C@@H]1N2C(=O)Nc1cccc(C(F)(F)F)c1,-20.0,0.43,0.27
COc1cccc(CNCCc2ccccc2)c1OC,-76.2,x,x
O=C(c1cc(S(=O)(=O)N2CCCCC2)ccc1F)N1CCC2(CC1)OCCO2,15.4,1.16,2.63
CCOC(=O)c1c(/N=C/c2c(O)n(-c3ccccc3F)c(=S)[nH]c2=O)sc2c1CCCC2,9.9,0.21,0.4
O=C(COc1ccc(Cl)cc1)N1CCN(Cc2ccc([N+](=O)[O-])cc2)CC1,-9.1,x,x
COC(=O)C1C2c3ccccc3OC1(C)N=c1s/c(=C/c3cnn(C)c3C)c(=O)n12 (stereo unspecified),38.5,-1.56,-0.09
CCCCn1c(O)c(C(CC)=NCCCN(C)C)c(=O)[nH]c1=O,x,-0.03,-0.03
Cc1occc1C(=O)N1CCC2(CC1)OCCO2,23.7,0.93,1.83
COc1c(C)cc(C(=O)C2CCCN(Cc3ccccn3)C2)cc1C (stereo unspecified),-319.1,x,x
Cc1cc(=O)[nH]c(CCl)n1,-33.3,x,x
COc1ccc(C(=O)C(C)(C)NO)cc1,-468.8,1.61,1.11
CCOC(=O)c1ccc(N2C(=O)CC(N3CC=C(c4ccc(F)cc4)CC3)C2=O)cc1 (stereo unspecified),24.1,-1.63,-2.49
COc1ccc(OC)c(N2Cc3ccccc3C2=N)c1,-2.3,x,x
COc1ccc(C2C(C(=O)N3CCC4(CC3)OCCO4)c3cc(OC)c(OC)cc3C(=O)N2C)cc1 (stereo unspecified),0.0,0.47,0.28
Cc1cccn2c(=O)c3cc(C(=O)N4CCC5(CC4)OCCO5)n(C)c3nc12,14.3,0.82,1.11
Cc1nc2nc(C)c(CCC(=O)N3CCC4(CC3)OCCO4)c(C)n2n1,x,0.48,-0.17
O=C1N(c2ccc(Cl)cc2)C(c2cccnc2)N2CCCN12 (stereo unspecified),18.9,x,x
CN(Cc1ccccc1)Cc1ccccc1OC(=O)N(C)C,x,0.13,0.2
Cc1[nH]c2ccccc2c1C1=CCNCC1,-50.0,-1.38,-1.27
# The results go on:
SMILES,Insulin prom inh,SDO1 yeast rescue,SDO1 yeast rescue Rescue 24 h
C[N+]12CCC(CC1)C(=C(c1ccccc1)c1ccccc1)C2,12.5,0.78,-0.41
Cc1ccc(S(=O)(=O)NCC2CCC(C(=O)N3CCC4(CC3)OCCO4)CC2)cc1 (stereo unspecified),x,0.62,-0.35
CC(=O)c1c(C)n(CC2CCCO2)c2ccc(O)cc12 (stereo unspecified),62.5,0.1,-0.83
Cc1[nH]c2ccccc2c1/C=N/O,x,0.65,-0.76
COc1ccc(/C=C2/C(=O)NC(=O)N(C3CCCCC3)C2=O)cc1CSc1ccccn1,42.1,-0.64,-0.66
C=Cn1ccnc1P(=S)(c1nccn1C=C)C1CCCCC1,-45.5,-1.64,-1.8
CC(NCc1ccc(Cl)c(Cl)c1)C(O)c1ccccc1 (stereo unspecified),0.0,-0.85,-0.62
CNC(=O)Oc1ccc2ncccc2c1,21.4,-1.98,-0.49
CN1C2CCC1CC(OC(=O)CCN1CCCC1)C2 (stereo unspecified),-4.3,-0.56,-0.65
Cc1ccc(-c2cc(-c3ccc(C)cc3)[n+](C)o2)cc1,78.6*,-0.64,-1.9
O=C1NC(=O)C(C(CC(=O)c2ccccc2)c2ccccc2)C(=O)N1 (stereo unspecified),7.1,x,x
CCOP1(=S)Oc2cc3c(cc2C(C(=O)OC)(C(F)(F)F)O1)OCO3 (stereo unspecified),-45.2,0.38,0.4
O=C1NC(=O)N(CCc2ccc(F)cc2)C(=O)/C1=C\C=C\c1ccccc1,-20.0,x,x
CCOP(=O)(OCC)C(NC(=O)C(C)C)C(Cl)(Cl)Cl (stereo unspecified),10.5,0.44,-0.68
O=C1CCN(C(=O)Cc2ccccc2[N+](=O)[O-])CC1,-27.3,x,x
O=C1NC(=S)NC(=O)C12C(c1ccc(F)cc1)NC(=S)NC2c1ccc(F)cc1 (stereo unspecified),-29.2,0.8,0.45
CN(C)CC1CSCCC1(O)c1ccccc1 (stereo unspecified),-145.4,0.58,-0.73
COc1ccc(N=C2SCCCN2C)cc1,i,0.76,0.67
CSc1nnc(C2CCNCC2)n1C,7.1,-0.68&-0.08,-0.28&-0.65
c1cc2c(cc1CCNC1CCCCCC1)OCO2,-18.9,0.73,0.53
C[N+]1(C)CCN(c2ccccc2)CC1,18.2,1.11,0.74
Cn1c(O)c(C=NC2C(=O)C3(C)CCC2C3(C)C)c(=O)n(C)c1=O (stereo unspecified),-3.2,0.37,0.06
CN(C)C(=O)Oc1cc(=O)n2c3c(cccc13)CCC2,-10.3,0.88,0.62
CCCCOC(=O)C1=C(N)OC2=C(C(=O)CC(C)(C)C2)[C@]12C(=O)N(C)c1ccccc12,39.3,-0.76,-0.85
CN1C(=O)N(C)C(=O)C2(Cc3cc(N)ccc3N3CCN(c4ccccc4F)CC32)C1=O (stereo unspecified),x,-1.18,-0.52

# A few values from above:
# In Insulin prom inh, CCCCOC(=O)C1=C(N)OC2=C(C(=O)CC(C)(C)C2)[C@]12C(=O)N(C)c1ccccc12 is listed with 39.3
# In SDO1 yeast rescue Rescue 24 h, O=C1NC(=S)NC(=O)C12C(c1ccc(F)cc1)NC(=S)NC2c1ccc(F)cc1 (stereo unspecified) is listed with 0.45
# In SDO1 yeast rescue, CCOP1(=S)Oc2cc3c(cc2C(C(=O)OC)(C(F)(F)F)O1)OCO3 (stereo unspecified) is listed with 0.38
# In SDO1 yeast rescue, C[N+]12CCC(CC1)C(=C(c1ccccc1)c1ccccc1)C2 is listed with 0.78
# In Insulin prom inh, O=C1NC(=O)N(CCc2ccc(F)cc2)C(=O)/C1=C\C=C\c1ccccc1 is listed with -20.0
# In SDO1 yeast rescue Rescue 24 h, CN1C2CCC1CC(OC(=O)CCN1CCCC1)C2 (stereo unspecified) is listed with -0.65

# (further entries)
SMILES,Insulin prom inh,SDO1 yeast rescue,SDO1 yeast rescue Rescue 24 h
Cn1c(O)c(C=NCCCC(=O)O)c(=O)n(C)c1=O,26.0,0.12,-0.12
COc1cccc(C(=O)C2CCCN(Cc3cccc4c3OCO4)C2)c1 (stereo unspecified),-19.1,x,x
Cc1ccccc1NC1=NCCCS1,-14.8,0.71,0.56
Cc1cccc(NP(=O)(Oc2ccccc2F)Oc2ccccc2F)c1C,5.6,-0.13,0.22
COC(=O)C1C2c3ccccc3OC1(C)N=c1s/c(=C/c3cnn(C)c3)c(=O)n12 (stereo unspecified),x,-1.41,-0.91
COc1cc2c3cc1Oc1cc(ccc1O)C[C@@H]1c4c(cc(OC)c(O)c4Oc4ccc(cc4)C[C@H]3N(C)CC2)CCN1C,0.0,-0.39,0.86

# Record cards, from the list above. Order of values: Insulin prom inh, SDO1 yeast rescue, SDO1 yeast rescue Rescue 24 h
# COc1cccc(C(=O)C2CCCN(Cc3cccc4c3OCO4)C2)c1 (stereo unspecified) as listed: -19.1, x, x
# Cc1cccc(NP(=O)(Oc2ccccc2F)Oc2ccccc2F)c1C as listed: 5.6, -0.13, 0.22

# Some of the entries above in another layout:
canonical_smiles | Insulin prom inh | SDO1 yeast rescue | SDO1 yeast rescue Rescue 24 h
Cc1cccc(NP(=O)(Oc2ccccc2F)Oc2ccccc2F)c1C | 5.6 | -0.13 | 0.22
Cn1c(O)c(C=NCCCC(=O)O)c(=O)n(C)c1=O | 26.0 | 0.12 | -0.12

# Limited to Insulin prom inh and SDO1 yeast rescue, for some of the entries so far:
SMILES | Insulin prom inh | SDO1 yeast rescue
COc1cccc(C(=O)C2CCCN(Cc3cccc4c3OCO4)C2)c1 (stereo unspecified) | -19.1 | x
Cn1c(O)c(C=NCCCC(=O)O)c(=O)n(C)c1=O | 26.0 | 0.12
COC(=O)C1C2c3ccccc3OC1(C)N=c1s/c(=C/c3cnn(C)c3)c(=O)n12 (stereo unspecified) | x | -1.41
Cc1cccc(NP(=O)(Oc2ccccc2F)Oc2ccccc2F)c1C | 5.6 | -0.13
Cc1ccccc1NC1=NCCCS1 | -14.8 | 0.71
